Compound activity (PubChem BioAssay)
tim23-1 inh: inhibits growth of tim23-1 mutant yeast. S. cerevisiae tim23-1 growth, BacTiter-Glo luminescence, 24 h. inhibition, % at 20 µM. 330,000 tested, 1.3% active;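 active = growth inhibition of the mutant yeast at or above 50%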;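 note: temperature-sensitive mutant grown at 25 °C; plate controls were DMSO-treated mutant yeast for no effect and medium wells lacking yeast for full effect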
APJ agonist: agonists of human APJ apelin receptor | AID 2520 | P35414 | 330,000 tested, 0.11% active | activation, % at 20 µM | CHO-K1 APJ PathHunter beta-arrestin, luminescence; 0% DMSO wells, 100% apelin;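 active = activation more than six SD over the plate average, tested at 20 µM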;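 note: 0% = DMSO alone and 100% = apelin-13 at 10 nM; some results filed as inactive read as strong as hits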
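Incubation: overnight seeding, 90 min compound at 25 °C, 1 h detection; test system: PathHunter CHO-K1 APJ (AGTRL-1) beta-arrestin reporter cells; amount: 1000 cells/well; doses: one dose, 20 µM compound, 1% DMSO; measured by: beta-gal luminescence; measure: agonist-driven arrestin binding to APJ; benchmarks: negative DMSO alone, positive Apelin-13 at 10 nM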
UPR XBP1 act: activators of adaptive arm of unfolded protein response (XBP1); activation, % at 20 µM; 330,000 tested, 0.33% active; CHO-XBP1 luciferase reporter, IRE1-XBP1 UPR activation, luminescence; percent of tunicamycin response, DMSO as zero;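 active = versus positive control, 20 µM dose yields 30% or more activation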;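 note: 100% = tunicamycin at 10 µg/mL and 0% = DMSO only wells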
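Material: IRE1-XBP1 luciferase reporter CHO line / Quantity: one thousand reporter cells per well / Buffer or medium: F12 with 10% serum / Compound: 20 µM single concentration, DMSO 1% / Times: 6 h treatment, 37 °C / Detection: Steady-Glo luciferase glow luminescence, 10 min after reagent addition / Benchmarks: tunicamycin high, DMSO low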
Mdm2 MdmX PPI: inhibitors of human Mdm2/MdmX interaction | O15151+Q00987 | SaOS-2 split-luciferase Mdm2/MdmX complementation, luminescence | inhibition, % at 8 µM | 330,000 tested, 3% active | AID 485346;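 active = inhibition of at least 50% at 8 µM in the primary screen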
Target sequence (O15151 whole entry, looked up): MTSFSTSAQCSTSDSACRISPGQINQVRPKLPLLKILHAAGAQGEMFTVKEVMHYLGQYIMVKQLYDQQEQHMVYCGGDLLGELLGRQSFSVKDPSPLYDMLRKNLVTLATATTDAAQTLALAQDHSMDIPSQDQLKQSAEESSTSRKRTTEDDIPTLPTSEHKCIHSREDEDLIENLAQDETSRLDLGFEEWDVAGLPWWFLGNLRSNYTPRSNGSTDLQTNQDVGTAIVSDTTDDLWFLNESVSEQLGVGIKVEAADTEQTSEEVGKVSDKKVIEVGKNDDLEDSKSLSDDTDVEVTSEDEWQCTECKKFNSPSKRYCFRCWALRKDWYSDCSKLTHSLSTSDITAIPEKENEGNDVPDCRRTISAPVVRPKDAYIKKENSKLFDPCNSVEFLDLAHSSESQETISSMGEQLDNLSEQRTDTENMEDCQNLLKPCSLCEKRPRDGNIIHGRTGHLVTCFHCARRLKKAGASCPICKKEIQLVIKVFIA
Target sequence (Q00987 whole entry, looked up): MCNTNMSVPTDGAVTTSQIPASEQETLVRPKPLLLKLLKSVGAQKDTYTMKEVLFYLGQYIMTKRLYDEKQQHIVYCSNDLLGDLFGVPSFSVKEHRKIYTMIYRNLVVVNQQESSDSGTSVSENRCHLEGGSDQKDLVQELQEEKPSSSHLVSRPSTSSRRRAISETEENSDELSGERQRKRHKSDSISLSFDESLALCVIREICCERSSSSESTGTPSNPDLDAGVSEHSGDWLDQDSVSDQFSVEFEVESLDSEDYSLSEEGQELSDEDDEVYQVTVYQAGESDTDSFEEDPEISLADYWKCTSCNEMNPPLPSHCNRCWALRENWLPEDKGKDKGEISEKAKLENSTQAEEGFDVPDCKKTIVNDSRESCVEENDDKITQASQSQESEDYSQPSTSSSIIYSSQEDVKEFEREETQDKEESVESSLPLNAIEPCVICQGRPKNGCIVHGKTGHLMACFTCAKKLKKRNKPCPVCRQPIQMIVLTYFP
tim10-1 inh: inhibits growth of tim10-1 mutant yeast | S. cerevisiae tim10-1 ts strain growth, BacTiter-Glo, 24 h | inhibition, % at 20 µM | 330,000 tested, 2.2% active;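 active = inhibition of at least 40%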;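 note: mutant grown at 25 °C; 0% = DMSO wells with yeast and 100% = wells holding no yeast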
UPR CHOP act: activators of apoptotic arm of unfolded protein response (CHOP); CHO-CHOP luciferase reporter, UPR activation, luminescence; percent of tunicamycin response over DMSO baseline; AID 449763; activation, % at 10 µM; 330,000 tested, 0.34% active;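 active = at 10 µM dose, activation of 40% or more, normalized to positive control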;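 note: 100% = tunicamycin at 10 µg/mL and 0% = DMSO alone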
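System: CHO-CHOP luciferase reporter cell line; amount: 500 cells/well; buffer or medium: F12 medium containing 10% fetal bovine serum; incubation: 6 h compound exposure at 37 °C after overnight seeding; measured by: luciferase luminescence after 10 min with Steady-Glo reagent; evaluation: % reporter activation, DMSO baseline versus tunicamycin full activation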
NALP3 yeast inh: NALP3 inhibition in yeast; Yeast reconstituted NLRP3/ASC/caspase-1, beta-gal luminescence, 24 h; inhibition, % at 10 µM; 330,000 tested, 0.39% active; AID 2825;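 active = inhibition of 50% or more; inactive = inhibition below 50%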;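 note: plate controls were induced DMSO wells for no effect and uninduced yeast grown without galactose for full effect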
GRIN3A LBD mod: modulators (binders) of human NR3A ligand-binding domain; NR3A LBD differential scanning fluorimetry, Tm shift; 0% = protein alone, 100% = glycine-bound protein; Tm shift relative to glycine control, % at 25 µM; 340,000 tested, 2.5% active;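 active = melting temperature shift of at least 10% of the positive control shift, at one fixed dose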
TIM10 inh: TIM10 yeast growth inhibition; S. cerevisiae TIM10 strain growth, BacTiter-Glo luminescence, 24 h; inhibition, % at 10 µM; 330,000 tested, 1.4% active; AID 463195;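 active = inhibition of 40% or more at the single tested concentration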;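 note: wild-type TIM10 isogenic control strain grown at permissive 25 °C; 0% = DMSO yeast wells and 100% = minimal medium wells without yeast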
The depositor's hits bear a star.

Structure	tim23-1 inh	APJ agonist	UPR XBP1 act	Mdm2 MdmX PPI	tim10-1 inh	UPR CHOP act	NALP3 yeast inh	GRIN3A LBD mod	TIM10 inh
CCC(/C=C1\Sc2ccc(OC)cc2N1CC)=C\c1sc2ccc(OC)cc2[n+]1CCCS(=O)(=O)[O-]	33.2	-3.1	-2.4	53.9*	50.4*	-2.4	19.8	-0.1	44.5*
COc1ccc(N=C2NN=C(c3ccc4c(c3)OCCO4)CS2)cc1	4.0	-4.5	-1.8	10.8	9.7	1.7	-4.5	-1.4	18.1
CCC(C)(C)C(=O)Nc1ccc(C(N)=O)cc1	10.6	0.2	-3.9	13.1	-6.9	1.2	3.2	-0.3	-9.0
CCCSc1nc(N)c2c3c(sc2n1)CN(C)CC3	-2.7	-1.6	-0.6	11.2	9.1	0.7	16.4	-5.7	1.8
Cc1cc(=O)[nH]c(SCC(=O)Nc2c(C)n(C)n(-c3ccccc3)c2=O)c1C#N	5.0	-1.1	-0.2	-17.5	-1.2	0.5	5.8	1.4	10.0
CCn1cc(CN2CCC(C(=O)Nc3ccc(Oc4cccnc4)cc3)CC2)cn1	-2.5	0.9	-2.9	-0.2	-8.8	0.7	1.8	0.3	2.0
O=c1cc(Nc2ccc3c(c2)OCCO3)[nH]c(=O)n1-c1ccc(Cl)cc1	8.2	-4.9	1.0	25.7	0.1	-0.3	9.9	-1.7	1.3
Cc1ccc(-c2noc(CCC(=O)Nc3cc(C)ccn3)n2)cc1	10.2	-1.8	-0.4	8.2	8.0	1.1	2.1	-2.5	-1.0
O=C(Nc1ncc(S(=O)(=O)c2ccc([N+](=O)[O-])cc2)s1)c1cccc2ccccc12	21.5	8.1	1.4	42.1	36.4	0.2	12.8	10.8*	16.3
O=C(NCC(F)(F)F)Nc1ccccn1	12.8	-3.9	0.3	15.3	-7.8	-1.2	4.2	0.1	-5.6
COc1ccc(Cc2nnc(SCC(=O)Nc3ccccc3)[nH]c2=O)cc1	15.6	-6.0	-0.3	-23.5	23.8	-0.1	-5.3	-1.2	-1.1
Cn1nc(C(=O)NNC(=O)c2ccccc2F)c2ccccc2c1=O	1.7	-1.7	-1.8	-12.6	-10.6	1.7	10.5	-0.9	-8.4
CCCn1c(N)c(C(=O)CSc2nnc(C3CC3)n2C2CC2)c(=O)[nH]c1=O	2.1	-1.0	0.1	-2.1	-10.1	-1.4	11.0	0.4	3.6
O=C1CCCC2=C1C1(O)C(=O)c3ccccc3C1(O)O2 (stereo not drawn)	-7.7	-2.6	-4.6	15.4	-5.4	3.3	9.7	-3.0	0.4
COc1ccc(C(=O)COC(=O)c2cccnc2SC)cc1	-3.3	-4.2	-0.9	9.1	-14.1	5.4	17.2	0.8	-1.8
COc1ccc(Cl)cc1NC(=O)C(C)Sc1nncn1C (stereo not drawn)	4.6	-1.3	-1.2	4.8	-13.7	-1.8	16.1	-0.8	-11.7
Oc1ccccc1Cc1c(O)ccc2ccccc12	20.8	7.9	1.8	-7.7	17.2	0.5	19.4	1.7	23.8
COc1cc(N)ccc1Cc1ccc(N)cc1OC	4.4	2.4	2.7	18.4	6.5	0.3	37.3	0.0	13.9
O=[N+]([O-])c1cccc(NC(=S)N2CCc3ccccc32)c1	51.0*	-2.4	-0.9	8.0	43.1*	2.3	32.7	-5.2	24.5
C/C(N)=C(/C#N)C(=O)COC(=O)c1cccc(C)c1O	4.6	-5.1	0.1	9.6	7.5	4.2	4.9	1.9	-11.4
O=C(COC(=O)c1cc(=O)c2ccccc2o1)Nc1ccc2ccccc2c1	11.5	5.7	-0.4	-4.8	6.4	0.3	30.4	-8.1	-12.2
COc1cc(F)ccc1S(=O)(=O)NCc1cccnc1	7.2	1.5	2.4	-1.4	-7.2	2.3	-3.2	1.6	-2.4
O=Cc1cc(-c2ccccc2)[nH]c1-c1ccccc1	7.8	-2.7	1.6	-8.4	3.2	2.0	23.5	0.4	-2.5
Cc1ccc(CNC(=O)CCc2nnc(Cc3ccc(-c4ccccc4)cc3)o2)o1	-0.1	-2.7	-3.4	7.8	6.4	0.0	14.9	0.0	11.3
COC(=O)c1ccccc1NC(=O)Nc1cccs1	8.5	-0.3	4.3	-11.8	23.3	-0.5	20.5	0.1	6.5
CC(=O)c1cccc(NC(=O)C2C3C=CC(C3)C2C(=O)O)c1 (stereo not drawn)	2.2	-2.8	-1.7	8.4	-0.6	2.3	15.8	0.2	2.6
Cc1cc(Cl)cc(Cl)c1OCCCCN(C)C	6.7	-2.3	-1.0	31.8	11.2	-0.6	7.8	-3.1	-4.9
CC(=O)Nc1ccc(-c2csc(NCc3ccco3)n2)cc1	2.5	-2.6	3.7	-62.1	-16.7	4.8	8.7	7.6	19.6
CCOc1ccccc1CN(CCc1ccc2c(c1)OCO2)Cc1ccccn1	15.3	-6.0	-8.3	0.5	14.7	-2.5	-7.4	-1.1	19.1
Cc1cccc(Oc2ncnc(N)c2[N+](=O)[O-])c1	18.5	-0.9	-1.3	6.8	31.0	-1.0	-26.4	0.3	8.0
CCN(CC)S(=O)(=O)c1ccc(Cl)c(NC(=O)c2ccncc2)c1	16.2	-3.0	1.0	11.7	24.6	-0.9	7.0	-0.6	35.1
CC(C)OCCCNC(=O)c1ccc(CS(=O)(=O)Cc2ccccc2F)o1	-3.3	0.7	-1.4	6.3	19.4	-1.4	3.5	3.8	-5.3
O=C(CSc1cn[nH]n1)Nc1cccc(C(F)(F)F)c1	0.6	-2.6	0.3	16.2	-6.6	1.8	20.9	-0.2	8.1
COc1cc(C(=O)OC(C)C(=O)N2CCc3ccccc3C2)ccc1OCC(=O)N1CCOCC1 (stereo not drawn)	14.4	-1.7	-0.7	-13.9	12.5	0.5	10.4	-0.1	7.6
O=S(=O)(c1ccc2nc(Cc3ccccc3)[nH]c2c1)N1CCOCC1	-3.1	1.7	-1.2	20.4	-10.6	1.9	6.5	0.6	-5.5
O=C(COC(=O)/C=C/c1ccccc1Cl)NC(=O)NCc1ccccc1	11.8	-3.6	-0.2	-26.6	5.2	-2.0	14.2	-5.7	-2.1
O=C(NCc1ccccc1)c1ccc(COCC(F)(F)F)o1	-10.5	-0.9	-0.4	23.4	2.9	0.7	14.0	0.1	-4.9
COc1ccc(NC(=O)CSc2nc3c([nH]c4ccccc43)c(=O)n2C)cc1	7.2	-0.5	-0.2	-12.1	2.7	0.3	9.0	-2.7	-6.5
CCC(C)C(NS(=O)(=O)c1ccc(C)cc1)C(=O)O (stereo not drawn)	27.2	-3.0	1.9	-26.5	7.1	-0.7	19.4	0.0	-3.6
COc1ccc(C=NNC(=O)c2ccccc2OCc2ccc(F)cc2)c(OC)c1	16.6	-0.9	10.7	11.2	4.8	5.0	20.6	-10.4	-6.8
CCCSc1nnc(NC(=O)Nc2ccc(C)cc2)s1	5.3	-4.0	3.0	43.3	2.7	4.4	22.8	-4.4	8.2
Cc1cc(C)c(C#N)c(SCc2ccccc2C)n1	34.6	-0.8	-2.1	-4.0	33.6	1.5	24.4	2.8	22.4
O=C(CCN1C(=O)/C(=C/c2ccccc2F)SC1=S)NCCc1ccc(O)cc1	6.9	-1.5	-3.7	71.4*	21.8	-2.2	22.1	1.2	-4.9
O=C1CC2(CCN(C(=O)c3c(F)cccc3F)CC2)Oc2ccccc21	6.0	-0.4	-2.9	-2.5	4.4	0.5	12.0	-1.7	1.5
CC(=O)NCc1cccc(CNC(C)=O)n1	14.7	-1.3	0.3	-4.0	-4.4	0.2	-18.5	0.0	-6.1
O=C(c1ccc(S(=O)(=O)Nc2ccc(F)cc2)cc1)N1CCN(c2ccccn2)CC1	15.0	-2.3	-3.1	7.9	-5.6	-0.9	5.3	-0.7	7.5
COc1ccc(C(=O)C[n+]2cccc(Br)c2)cc1	9.8	-1.7	-2.2	-35.7	16.9	-1.0	1.8	-3.7	-16.7
CC1CCCCN1CCNC(=O)C1CCCN(c2ncnc3c2nc2n3CCCCC2)C1 (stereo not drawn)	6.7	-4.5	-2.8	20.7	19.1	1.8	10.4	-1.0	-5.3
Cc1oc(-c2ccc(Cl)cc2)nc1CS(=O)CC(=O)NCCCN(C)C1CCCCC1 (stereo not drawn)	0.0	-1.5	-2.1	2.3	11.9	0.3	-7.8	-2.1	19.3
Cc1cccc(NC(=O)c2ccc(Cl)c(S(=O)(=O)N3CCc4ccccc43)c2)n1	34.1	-2.6	-1.0	27.0	-0.1	-0.8	12.4	-10.5	3.4
Fc1ccc(C2=CC(c3cccs3)n3nnnc3N2)cc1 (stereo not drawn)	-20.2	-0.6	0.7	6.1	0.1	2.5	-14.4	-1.0	-15.6
CC(C(=O)N1CCN(c2ccc(Cl)cc2)CC1)c1ncc(C(F)(F)F)cc1Cl (stereo not drawn)	29.7	-3.6	-3.5	6.8	42.6*	-0.5	5.7	2.9	31.9
CCOC(=O)c1ccc(NC(=O)C2CC(=O)N=C(N)S2)cc1 (stereo not drawn)	-8.2	-4.7	4.2	-5.0	2.6	0.0	-8.2	-1.2	1.6
Cc1ccc(N2C(=O)CC(Nc3cccc4ccccc34)C2=O)cc1 (stereo not drawn)	12.1	1.3	-0.8	17.8	16.9	0.9	6.6	-0.5	0.8
COc1cc(C(=O)NC(C)c2ccc3ccccc3c2)cc(Cl)c1O (stereo not drawn)	29.9	3.1	-7.8	12.5	7.2	6.2	22.6	-7.3	15.9
CC(=O)Nc1ccc(-c2nnc(SCC(=O)c3ccc4c(c3)Cc3ccccc3-4)n2C)cc1	-3.2	-0.5	0.7	26.0	17.9	0.5	20.5	2.7	19.8
Cc1ccc(C)c(N2CCN(C(=O)CCS(=O)(=O)c3ccc4c(c3)oc(=O)n4C)CC2)c1	16.8	-1.2	-9.2	27.3	14.9	0.7	19.1	-1.2	-1.3
COc1ccc(NC(=O)NCc2ccco2)c(OC)c1	9.3	-1.4	-0.5	12.0	2.8	-2.4	8.3	-0.2	-4.6

Profiles from above. Order of screens: tim23-1 inh, APJ agonist, UPR XBP1 act, Mdm2 MdmX PPI, tim10-1 inh, UPR CHOP act, NALP3 yeast inh, GRIN3A LBD mod, TIM10 inh
`O=C(c1ccc(S(=O)(=O)Nc2ccc(F)cc2)cc1)N1CCN(c2ccccn2)CC1` is entered as 15.0, -2.3, -3.1, 7.9, -5.6, -0.9, 5.3, -0.7, 7.5
`Cc1ccc(N2C(=O)CC(Nc3cccc4ccccc34)C2=O)cc1` (stereo not drawn) is entered as 12.1, 1.3, -0.8, 17.8, 16.9, 0.9, 6.6, -0.5, 0.8
